Screening results as filed in PubChem.
NCI-60 one-dose screen, 48 h, at 10 µM unless noted. Numbers give growth in % (100 = growth as untreated, 0 = no growth, -100 = all killed).
786-0 = 786-0 renal cancer cells; 81,000 tested, 5.1% active
UO-31 = UO-31 renal cancer. 81,000 tested, 5.2% active
TK-10 = TK-10 renal cancer cells | AID 1794769 | 81,000 tested, 3.9% active
SN12C = SN12C renal cancer cells. 81,000 tested, 3.8% active
A498 = A498 renal cancer cells. 76,000 tested, 5.4% active. AID 1794774
DU-145 = DU-145 prostate cancer; AID 1794760; 81,000 tested, 4.2% active
ACHN = ACHN renal cancer; 81,000 tested, 4.9% active; AID 1794771
CAKI-1 = CAKI-1 renal cancer. 75,000 tested, 4.7% active. AID 1794772
RXF 393 = RXF 393 renal cancer cells; 77,000 tested, 6.9% active
Active calls of the source: *; x = no result given; & = joins results of further samples. How the source made its calls: active means growth percent below 10; inactive means the rest. Outcome played no part in choosing rows. Share with any hit: about 11%.

SMILES | 786-0 | UO-31 | TK-10 | SN12C | A498 | DU-145 | ACHN | CAKI-1 | RXF 393
C=CCNc1nc(-c2ccccc2)c(C2(O)C(=O)Nc3ccc([N+](=O)[O-])cc32)s1 (stereo not given) | 97 | 103 | 96 | 102 | 91 | 111 | 107 | 93 | x
Cc1cccc(C2=CCCCC2)c1 | 103 | 94 | 103 | 99 | 81 | 112 | 98 | 98 | 104
CCC(c1ccccc1)c1noc(CCN(CC)CC)n1 (stereo not given) | 108 | 86 | 97 | 100 | 101 | 100 | 101 | 94 | 33
O=C1C=CC(=O)N1c1cc(Cl)ccc1Cl | 103&110 | 98&93 | 102&95 | 102&91 | 111&147 | 124 | 78&95 | 70&108 | 113&86
Nc1ccc2ccc(N)cc2c1 | 94 | 59 | 117 | 89 | 100 | 96 | 85 | 76 | 88
Clc1ccc(/C=C2\CCCC3C2=Nc2ccccc2NC3c2ccc(Cl)cc2)cc1 (stereo not given) | 114 | 71 | x | 85 | 67 | 89 | 97 | 91 | 65
CS(=O)(=O)c1ccc(-c2nn(-c3ccccc3)cc2C=O)cc1 | 100 | 81 | 112 | 101 | 99 | 105 | 100 | 88 | 99
O=C1c2ccccc2C(=O)N1CCCSc1nc2ccccc2c(=O)n1CCc1ccccc1 | 88 | 82 | 113 | 96 | 80 | 106 | 93 | 67 | x
O=S(=O)(Nc1ccc(Cl)nn1)c1ccc(NC(=S)NC2CCCCC2)cc1 | 101 | 97 | 105 | 103 | 107 | 107 | 106 | 88 | 110
N#CCCC1(CCC#N)c2ccccc2C(=O)c2ccccc21 | 101 | 95 | 113 | 100 | 104 | 105 | 96 | 94 | 95
CCOC(=O)C1=C(CSC(=S)N2CCOCC2)N(C)C(=O)NC1c1ccccc1 (stereo not given) | 95 | 91 | 98 | 94 | 99 | 99 | 94 | 101 | 120
COc1cc(C(=O)O/N=C(\N)Cc2cccc3ccccc23)cc(OC)c1OC | 46 | -44* | -44* | 63 | 45 | 47 | 43 | 23 | 7.6*

Overlap with the part before: 6 compounds, then new ones.
SMILES | 786-0 | UO-31 | TK-10 | SN12C | A498 | DU-145 | ACHN | CAKI-1 | RXF 393
CS(=O)(=O)c1ccc(-c2nn(-c3ccccc3)cc2C=O)cc1 | 100 | 81 | 112 | 101 | 99 | 105 | 100 | 88 | 99
O=C1c2ccccc2C(=O)N1CCCSc1nc2ccccc2c(=O)n1CCc1ccccc1 | 88 | 82 | 113 | 96 | 80 | 106 | 93 | 67 | x
O=S(=O)(Nc1ccc(Cl)nn1)c1ccc(NC(=S)NC2CCCCC2)cc1 | 101 | 97 | 105 | 103 | 107 | 107 | 106 | 88 | 110
N#CCCC1(CCC#N)c2ccccc2C(=O)c2ccccc21 | 101 | 95 | 113 | 100 | 104 | 105 | 96 | 94 | 95
CCOC(=O)C1=C(CSC(=S)N2CCOCC2)N(C)C(=O)NC1c1ccccc1 (stereo not given) | 95 | 91 | 98 | 94 | 99 | 99 | 94 | 101 | 120
COc1cc(C(=O)O/N=C(\N)Cc2cccc3ccccc23)cc(OC)c1OC | 46 | -44* | -44* | 63 | 45 | 47 | 43 | 23 | 7.6*
COS(=O)(=O)CCN(CCOS(C)(=O)=O)S(C)(=O)=O | 98 | 87 | 97 | 98 | 115 | 105 | 93 | 97 | 105
O=c1cc(-c2ccccc2)oc2c1ccc1c(O)cccc12 | 75 | 49 | 119 | 75 | 90 | 86 | 72 | 83 | 85
CC(C)(C)c1ccc2ccccc2c1 | 93 | 90 | 104 | 101 | 79 | 100 | 104 | 97 | 113
CC(C)(C)n1cc(-c2ccnc(NCCCNS(=O)(=O)c3cccc4ccccc34)c2)c(-c2ccccc2)n1 | 59 | 58 | 101 | 75 | 28 | 81 | 89 | 75 | 68
Nc1nc(SCc2ccccc2)c2ncn(C3CCCO3)c2n1 (stereo not given) | 96 | 84 | 128 | 105 | 107 | 109 | 94 | 71 | 102
CC1=NN(C(=O)c2sc3nnc(-c4ccccc4)c(-c4ccccc4)c3c2O)C(=O)C1 | 66 | x | 103 | 94 | x | 98 | 73 | 31 | 96
Cc1ccc(C(=O)C[n+]2ccc3ccccc3c2)c(O)c1 | x | x | 96 | 99 | 97 | 115 | 95 | 97 | 102
CCCn1c(O)c(N=NC(=O)c2cc3ccccc3[nH]2)c2ccccc21 | 93 | 97 | 159 | 102 | x | 90 | 102 | 100 | 112
Cc1cccc(Nc2ncnc3c2cnn3-c2cccc(Br)c2)c1 | 104 | 66 | 138 | 96 | 96 | 105 | 98 | 96 | 100
Cc1ccc(-c2csc(NC(=O)N3CCN(c4cc5c(cc4F)c(=O)c(C(=O)O)cn5C4CC4)CC3)n2)cc1 | 29 | 8.9* | 26 | 16 | 2.5* | 16 | 5.9* | 22 | 27
COC(=O)COc1ccc(/C=C2/NC(=O)N(c3ccccc3)C2=O)cc1 | 100 | 94 | 112 | 106 | 92 | 107 | 99 | 96 | 91
C[C@@H]1CC[C@@H]2[C@@H]1[C@H](OC(=O)/C=C/c1ccccc1)[C@]1(c3ccccc3)C[C@@H](OC(=O)CO)[C@@]2(C)O1 | 98 | -68* | 99 | 22 | -22* | 102 | 4.8* | 15 | 61
O/N=C(\CSc1nnc(-c2cc(-c3ccccc3)nc3ccccc23)n1-c1ccccc1)c1ccccc1 | 101 | 100 | 104 | 102 | 105 | 112 | 108 | x | 105
COc1ccc2[nH]c(O)c(N=NC(=O)Cc3c[nH]c4ccccc34)c2c1 | 94 | 59 | 103 | 91 | x | 102 | 98 | 69 | 83
CCOC(=O)c1sc(/N=C2\NC(=O)/C(=C/c3ccc(F)cc3)S2)nc1C | 87 | 70 | 107 | 84 | 74 | 99 | 106 | x | 100
O=S(=O)(Oc1c(Cl)cc(Cl)cc1Cl)c1ccccc1 | 102 | 87 | 104 | 100 | 104 | 115 | 98 | 97 | 110
COc1cc(-c2c3cnn(C(C)C)c3nc3[nH]c(=O)n(C)c23)cc2c1OCO2 | 100 | 82 | 89 | 86 | 86 | 106 | 91 | 99 | 86
CCOC(=O)CNC(=O)Nc1ccc(Oc2ccc(NC(=O)NCC(=O)OCC)cc2)cc1 | 105 | 83 | 114 | 95 | 96 | 112 | 102 | 95 | 92
C#C[C@]1(O)CC[C@H]2[C@@H]3CCc4cc(O)cc(C)c4[C@H]3CC[C@@]21C | 105 | 73 | 123 | 96 | 99 | 108 | 92 | 78 | 79
COC(=O)C1CCC(=O)N1S(=O)(=O)c1ccc([N+](=O)[O-])cc1 (stereo not given) | 106 | 97 | 100 | 111 | x | 112 | 109 | 104 | 128
COc1cc(Br)c(CC2c3cc(OC)c(OC)cc3CCN2C)cc1OC (stereo not given) | 126 | 87 | 101 | 94 | 103 | 104 | 102 | 82 | 100
Cc1ccc(-c2cc(Cc3cccs3)c(=O)n(CN3CCN(C)CC3)n2)cc1C | 103 | 81 | 102 | 107 | 101 | 110 | 92 | 97 | 106
COc1cc(/C=N/Nc2ncnc3c2c(C)nn3-c2ccc(F)cc2)ccc1O | 89 | 64 | 89 | 85 | 103 | 88 | 93 | x | 95
COC(=O)[C@@H]1CCCN1C(=O)C1=C(C)NC(=S)NC1c1ccc(O)c(OC)c1 (stereo not given in full) | 102 | 75 | 119 | 98 | 110 | 110 | 97 | 96 | 101
COc1ccc(-c2nnc(-c3ccc(Cl)cc3)o2)cc1 | 99 | 81 | 100 | 105 | 87 | 107 | 104 | 93 | 94
Cc1nc2sc3c(c2c(C)c1Br)NC(c1ccccn1)NC3=O (stereo not given) | 64 | 34 | 88 | 52 | 59 | 54 | 45 | x | 67
CC12CC3(C)CC(C)(C1)CC(C(Cl)C(=O)O)(C2)C3 (stereo not given) | 94 | 80 | 88 | 100 | 96 | 114 | 92 | 101 | 105
N#Cc1c(-c2ccccc2)nc2n[nH]c(N)c2c1N | 102 | 81 | 104 | 103 | 88 | 107 | x | x | 100
CNCCCC12CCC(c3ccccc31)c1ccccc12 | 66 | 58 | 80 | 73 | 94 | 103 | 81 | 83 | 62
CCn1c2[n+](c3ccccc31)CCC2 | 97 | 86 | 99 | 105 | 99 | 106 | 106 | 92 | 99
CCOC(=O)c1sc(Nc2nc(O)c(C3=c4cc(F)ccc4=NC3=O)s2)nc1C | 116 | 91 | 118 | 99 | 96 | 102 | 115 | x | 118
O=C1Nc2ccc(F)cc2/C1=C\c1ccc(O)cc1 | 102 | 72 | 120 | 102 | 91 | 96 | 91 | 84 | 109
CSc1nc2c(c(=O)n1C)C(c1ccccc1)C1=C(N2)/C(=C/c2ccccc2)CCC1 (stereo not given) | 55 | 35 | 51 | 55 | 81 | 72 | 57 | 21 | 37
Brc1ccc2[nH]cc(-c3nc(-c4ccsc4)cs3)c2c1 | 97 | 81 | 116 | 102 | x | 103 | 87 | x | 103
CC(=O)C(C)C(=O)c1cc(C)c(Br)s1 (stereo not given) | 98 | 79 | 106 | 106 | 99 | 104 | 96 | 94 | 95
CCCCNC(=O)Nc1ncn[nH]1 | 96 | 92 | 113 | 114 | 97 | 123 | 107 | 75 | 126
Clc1ccc(Nc2cccc(-c3n[nH]c4ccccc34)c2)cc1 | 96 | 68 | 126 | 85 | 69 | 96 | 91 | 67 | 96
O=C(CN1CCc2ccccc21)NC1=Nc2ccccc2C(=O)NN1 | 105 | 83 | x | 94 | 110 | 117 | 88 | 91 | 114
COC(=O)c1c(NC(=O)c2cc(C)oc2C)sc2c1CCCC2 | 99 | 87 | 145 | 96 | 86 | 99 | 99 | 92 | 104
Cc1nnc(Nc2ccc(NC(=O)Nc3ccc(Cl)cc3)cc2)c2ccccc12 | -28* | 51 | 52 | 60 | 35 | 58 | 59 | 34 | -40*
O=C(O)c1c(O)c(O)cc2ccccc12 | 99 | 95 | x | 107 | 75 | 113 | 106 | 90 | 104
Cc1cc(CCCC(=O)O)c(C)s1 | 103 | 93 | 115 | 103 | 96 | 93 | 98 | 96 | 164
COc1ccc(-n2cc(-c3ccccc3)c3c(SCC(=O)N/N=C/c4ccc(N(C)C)cc4)ncnc32)cc1 | 94 | 72 | 102 | 101 | 94 | 107 | 99 | 91 | 85
Nc1ccc(C(=O)c2ccc(N)cc2)cc1 | 108 | 91 | 123 | 108 | 112 | 120 | 110 | x | x
Cc1ccc(Nc2ccc(O)c3c2C(=O)c2ccccc2C3=O)c(S(=O)(=O)O)c1 | 98 | 86 | 104 | 104 | 97 | 108 | 114 | x | 108
COc1ccc(-c2nc3n[nH]c(Nc4ccccc4)c3c(=O)[nH]2)cc1OC | 98 | 80 | 100 | 109 | 99 | 87 | 103 | 84 | 97
O=C(Nc1c(Cl)cccc1Cl)Nc1c(Cl)cccc1Cl | 100 | 86 | 101 | 103 | 111 | 113 | 118 | 95 | 110
CCCCCCCCCCn1cc[n+](C)c1 | 48 | 66 | -1.5* | 19 | 12 | 75 | 45 | 29 | -21*

A draw from above in order of molar mass, highest first:
SMILES | 786-0 | UO-31 | TK-10 | SN12C | A498 | DU-145 | ACHN | CAKI-1 | RXF 393
COc1ccc(-n2cc(-c3ccccc3)c3c(SCC(=O)N/N=C/c4ccc(N(C)C)cc4)ncnc32)cc1 | 94 | 72 | 102 | 101 | 94 | 107 | 99 | 91 | 85
O=C(CN1CCc2ccccc21)NC1=Nc2ccccc2C(=O)NN1 | 105 | 83 | x | 94 | 110 | 117 | 88 | 91 | 114
COC(=O)c1c(NC(=O)c2cc(C)oc2C)sc2c1CCCC2 | 99 | 87 | 145 | 96 | 86 | 99 | 99 | 92 | 104
O=C(O)c1c(O)c(O)cc2ccccc12 | 99 | 95 | x | 107 | 75 | 113 | 106 | 90 | 104
Cc1cc(CCCC(=O)O)c(C)s1 | 103 | 93 | 115 | 103 | 96 | 93 | 98 | 96 | 164

Additional records
SMILES | 786-0 | UO-31 | TK-10 | SN12C | A498 | DU-145 | ACHN | CAKI-1 | RXF 393
C=C(C)[C@@H]1CCC[C@]2(C(=O)N3CCN(C)CC3)CC[C@]3(C)[C@@H](CC[C@@H]4[C@@]5(C)CC/C(=N\NC(=O)c6ccncc6)C(C)(C)[C@@H]5CC[C@]43C)[C@@H]12 | 94 | 73 | 116 | 80 | 119 | 100 | 88 | 81 | 100
O=C(Nc1ccc2c(ccn2C(=O)c2cccc(F)c2)c1)c1ccnnc1 | 86 | 75 | 60 | 89 | 56 | 98 | 99 | 63 | 82
CCOc1ccc(NC(=O)SCC)cc1 | 109 | x | 118 | 99 | 100 | 118 | 85 | 98 | 110
O=C1c2ccccc2C(=O)N1Cc1cccc(I)c1 | 99 | x | 87 | 90 | 101 | 104 | 97 | 77 | 101
COc1cccc(C(=O)Nc2ccc3c(c2)CN(C2CCC(=O)NC2=O)C3=O)c1 (stereo not given) | 90 | 69 | 71 | 86 | 85 | 83 | 87 | 84 | x
N#Cc1c(NCc2ccccc2)n[nH]c1Nc1ccccc1 | 63 | 39 | 75 | 51 | 79 | 93 | 38 | 33 | 61
CN1CCOCCN(C)Cc2ccc3ccc(cc3c2)CN(C)CCOCCN(C)Cc2ccc3ccc(cc3c2)C1 | 76 | 81 | 97 | 93 | 79 | 58 | 98 | 78 | 76
O=S(=O)(NCCCNc1nccc(-c2c(-c3cccc(F)c3)nc3sccn23)n1)c1ccccc1 | 74 | 39 | 93 | 58 | x | 73 | 54 | 56 | 84
COc1ccc(C2NC(=S)Nc3c2c(=O)n(-c2ccccc2)c2ccccc32)cc1 (stereo not given) | 106 | 77 | 72 | 100 | 105 | 99 | 96 | 114 | 114
O=C1CCC(OCc2ccc(O)cc2)N1 (stereo not given) | 96 | 97 | 101 | 112 | x | 104 | 104 | 101 | 147
COc1ccc(C=Nc2ccc(N=Nc3ccccc3)cc2)cc1 | 91 | 59 | 107 | 98 | 79 | 100 | 90 | 94 | 99
OCCC1COC(c2ccccc2)O1 (stereo not given) | 97 | 86 | 115 | 111 | 135 | 122 | 94 | 96 | 114
